FAS TE block – FAS thioesterase (human) inhibition. AID 602261. inhibition, % at 15 µM. recombinant FAS-TE, OMFH fluorogenic substrate, fluorescence endpoint. 0.67% of 360,000 active. P49327;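 active = compounds whose normalised, plate-corrected inhibition of enzyme fluorescence in the single-dose primary screen is 50% or more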;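 also: 0% = DMSO with enzyme and 100% = substrate without enzyme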
Rin1-Abl PPI inh – human Rin1-Abl interaction inhibition | TR-FRET Rin1/Abl binding, biochemical | P00519+Q13671 | inhibition, % at 7.35 µM | 0.4% of 360,000 active | AID 588664; in the data active = inhibition above about 5%, passing the limit was not always enough
Neddylation inh – cullin neddylation inhibition; P61081+Q13564; TR-FRET cullin neddylation, biochemical; calls only at 25 µM; 0.58% of 360,000 active; AID 651699; in the data active = inhibition above about 36%
Target sequence (P61081 whole entry, looked up): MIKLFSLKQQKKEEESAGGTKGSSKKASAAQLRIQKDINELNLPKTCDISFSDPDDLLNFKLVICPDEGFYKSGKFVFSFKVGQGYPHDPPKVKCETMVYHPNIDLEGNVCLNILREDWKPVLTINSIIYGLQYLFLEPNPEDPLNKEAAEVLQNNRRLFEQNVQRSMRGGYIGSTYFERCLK
Target sequence (Q13564 whole entry, looked up): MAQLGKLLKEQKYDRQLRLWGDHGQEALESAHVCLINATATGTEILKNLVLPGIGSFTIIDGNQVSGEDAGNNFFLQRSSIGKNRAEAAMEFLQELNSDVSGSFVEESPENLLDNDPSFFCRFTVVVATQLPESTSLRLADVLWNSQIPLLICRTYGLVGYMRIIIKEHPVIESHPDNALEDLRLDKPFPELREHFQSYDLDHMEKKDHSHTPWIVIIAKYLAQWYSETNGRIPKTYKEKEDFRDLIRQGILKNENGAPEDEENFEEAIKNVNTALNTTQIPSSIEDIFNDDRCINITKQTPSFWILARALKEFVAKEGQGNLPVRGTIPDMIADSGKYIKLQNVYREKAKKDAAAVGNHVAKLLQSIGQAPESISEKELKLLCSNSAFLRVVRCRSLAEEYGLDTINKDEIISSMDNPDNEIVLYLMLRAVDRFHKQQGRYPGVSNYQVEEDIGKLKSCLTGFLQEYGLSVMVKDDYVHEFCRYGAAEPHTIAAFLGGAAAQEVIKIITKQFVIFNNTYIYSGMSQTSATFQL
SKN-1 inh – blocks SKN-1 activity in C. elegans | inhibition, % at 21.8 µM | C. elegans VP596 Pgst-4::GFP/RFP ratio, acrylamide-induced, 24 h | AID 624304 | 0.49% of 360,000 active;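 active = interference check ratio from 0.5 to 1.5 plus GFP to RFP signal ratio inhibition reaching or exceeding a fixed threshold, cut at about 30% in these data, passing the limit was not always enough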; also: some compounds called inactive have numbers as strong as hits
MT1-MMP act inh – blocks activation of human MT1-MMP; GFP/RFP ratio change, % at 20 µM; HT1080 RFP-PRO-GFP cells, GFP/RFP ratio fluorescence, overnight; percent of plate control window, DMSO zero; 0.061% of 360,000 active;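 active = GFP/RFP ratio change of at least 30% with cell ATP level not reduced by more than half and red fluorescence within 50% of control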; also: strong numbers were not always called active
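Read-out: GFP/RFP fluorescence ratio; Test system: RFP-PRO-GFP reporter HT1080 cells; Compound dosing: single-point 20 µM compound, 1% DMSO; Times: overnight compound exposure at 37 °C.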
NadD inh – inhibitors of Staphylococcus aureus NadD | 0.78% of 360,000 active | purified NadD enzyme, colorimetric absorbance read-out | inhibition, % at 20 µM | AID 602399; in the data active = inhibition above about 26%; also: some compounds past the cut are filed as inactive
MLLE-PAM2 inh – blocks PAM2 peptide binding to the PABP1 MLLE domain. P11940. GST-MLLE / FITC-PAM2 fluorescence polarization. inhibition, % at 20 µM. 0.36% of 360,000 active; in the data active = inhibition above about 35%, passing the limit was not always enough;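 also: plate controls were DMSO wells with GST-MLLE for no effect and wells lacking GST-MLLE protein for full effect; some results filed as inactive read as strong as hits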
CSN deneddyl inh – inhibitors of human CSN-mediated cullin deneddylation; Purified CSN, SCF-Nedd8-OG deneddylation, fluorescence polarization; inhibition, % at 12.5 µM; 0.38% of 360,000 active;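 active = pattern-corrected inhibition above about 35%, with an unprinted fluorescence ratio check between 0.5 and 1.5, limit read from the data, passing the limit was not always enough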;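 also: 0% = enzyme with substrate and 100% = substrate without enzyme; some results filed as inactive read as strong as hits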
Target sequence (Q92905 whole entry, looked up, one chain of several): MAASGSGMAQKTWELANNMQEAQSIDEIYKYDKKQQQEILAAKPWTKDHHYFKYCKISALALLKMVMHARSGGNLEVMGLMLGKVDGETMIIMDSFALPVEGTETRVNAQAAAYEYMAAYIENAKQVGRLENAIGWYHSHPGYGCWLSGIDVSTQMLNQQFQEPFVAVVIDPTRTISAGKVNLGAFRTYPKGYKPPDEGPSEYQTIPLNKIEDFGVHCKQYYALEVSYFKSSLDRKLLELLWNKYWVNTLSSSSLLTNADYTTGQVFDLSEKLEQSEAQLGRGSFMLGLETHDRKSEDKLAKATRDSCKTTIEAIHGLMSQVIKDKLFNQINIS
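Assay system: HEK293T-derived human Csn5 enzyme; quantity: 0.24 nM enzyme; medium: Tris/NaCl/DTT buffer, pH 7.5; also added: substrate SCFSkp2-Nedd8OG, 10 nM; doses: 12.5 µM compound; schedule: 90 min reaction at room temperature; signal: FP; read-out: % inhibition of substrate cleavage by Csn5; benchmarks: substrate-only high control, full reaction low control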
Rpn11 block – Rpn11 (human) deubiquitinase inhibition; 0.59% of 360,000 active; calls only at 20 µM; AID 588493; O00487; human 26S proteasome, Ub4-pepOG fluorescence polarization; 20S core pre-blocked with epoxomicin;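 active = inhibition at 20 µM, scaled to each plate's controls, above about 33%, limit read from the data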
Numbers without * were called inactive; i = inactive; . = not tested or not shown; + = active, no number.

SMILES	FAS TE block	Rin1-Abl PPI inh	Neddylation inh	SKN-1 inh	MT1-MMP act inh	NadD inh	MLLE-PAM2 inh	CSN deneddyl inh	Rpn11 block
CCn1cc(CN2CCCC(CO)(Cc3cccc(Cl)c3)C2)cn1 (stereo not given)	-3.8	-3.8	i	2.3	-2.4	0.5	-8.5	3.5	i
CCc1cccc(C)c1NC(=O)CN1C(=O)c2ccccc2S1(=O)=O	-3.4	0.1	i	12.7	4.3	-5.5	-5.1	-1.4	i
COc1ccc(C)cc1NC(=O)c1ccc(S(=O)(=O)N2CCOCC2)cc1	2.8	-6.5	i	8.3	2.7	-7.2	-9.4	-2.4	i
COC(=O)CC/C(O)=C1\C(=O)CC(C)(C)CC1=NCCc1nc2ccccc2[nH]1	-1.9	-0.3	i	8.2	-1.5	5.0	5.8	0.4	i
Cc1ccc(NC(=O)COc2ccccc2)c(NC(=O)c2ccco2)c1	-1.2	0.6	i	0.7	-2.9	-0.8	-2.0	0.4	i
COc1ccc(C2CC(c3ccc4ccccc4c3)=NN2C(=O)CN2C(=O)CCC2=O)cc1 (stereo not given)	21.9	1.8	i	-10.1	-2.8	-12.2	5.9	-2.8	i
COc1cc(-c2noc(C)c2C(=O)NCC[C@@H]2CCCN2C)cc(OC)c1OC	-5.3	-2.0	i	-18.3	-2.0	-0.9	-14.8	3.3	i
COc1ccc(CCC(=O)Nc2ccc(S(=O)(=O)Nc3nccc(C)n3)cc2)cc1	-6.8	0.5	i	-14.2	-2.0	4.6	-5.6	6.4	i
Cc1ccc(-c2n[nH]c(=S)n2-c2ccccc2)cc1	-2.0	1.5	i	14.3	-0.8	7.2	-5.5	4.3	i
COc1cccc(C2c3[nH]c4ccccc4c3CCN2CCCn2cccn2)c1 (stereo not given)	2.5	2.5	.	4.5	-3.6	-0.4	-8.4	-11.1	i
CCOC(=O)c1oc2ccccc2c1COC(=O)CNC(=O)c1ccccc1F	6.5	-2.9	i	-0.5	2.6	0.0	3.2	-2.6	i
N=C1S/C(=C\c2ccccc2)C(=O)N1c1ccc(F)cc1	-5.7	-0.2	i	13.9	-0.2	12.9	-2.6	0.8	i
O=C(NCc1ccco1)c1ccc(OC2CCN(Cc3ccccn3)CC2)cc1	-4.7	-4.0	i	2.4	0.9	-1.7	-2.6	-5.4	i
O=C(CN1CCN(c2ncccn2)CC1)Nc1ccccc1C(F)(F)F	1.4	-0.5	i	2.0	3.1	0.0	-0.4	-1.8	i
COCCCNc1ccn2nc(-c3cc(OC)c(OC)c(OC)c3)cc2n1	-1.4	1.9	.	27.5	16.6	-1.0	18.6	5.2	i
CC(C)Cn1c(=O)c2c(nc3n2CCCN3CCc2ccccc2)n(C)c1=O	3.2	1.8	i	14.1	2.4	2.5	-14.2	2.3	i
Cc1cc(C)n(CC(O)Cn2c3ccccc3c3ccccc32)c(=O)n1 (stereo not given)	-3.8	-0.5	i	20.7	1.5	10.5	-22.2	4.4	+
CCOC(=O)c1sc(NC(=S)NC(=O)CC(C)C)cc1C	25.6	-10.7	i	2.2	-3.8	-1.3	20.0	0.5	i
COc1ccc(NC(=O)N2CCCCC2)cc1	-5.1	-6.0	i	6.0	-0.9	-7.1	0.4	2.9	i
CC1=C(C(=O)Nc2ccccc2C(=O)N2CCCCC2)SCCO1	-5.8	2.0	i	16.2	2.1	3.4	0.8	1.6	i
CCOc1cc(-c2nnc(NC(=O)c3ccco3)o2)cc(OCC)c1OCC	-7.2	4.3	i	1.6	4.0	5.5	-0.7	-1.4	i
Cc1cccc(CN2CCCC(C(=O)Nc3ccc(-c4cscn4)cc3)C2)c1 (stereo not given)	3.8	2.5	i	3.5	0.3	-1.2	-15.4	1.7	i
CCOC(=O)CCC(=O)OCC(=O)NC(C)C1CC2CCC1C2 (stereo not given)	-3.9	-3.9	i	18.2	-0.2	-3.0	-7.6	-7.5	i
Cc1cc(NC(=O)CCC(=O)N(CC(=O)NC2CCCC2)c2ccc(C)c(F)c2)no1	1.7	0.0	i	-0.6	-3.3	-0.6	8.7	-0.9	i
COc1ccc2c(CC(=O)NCc3ccc4c(c3)OCO4)coc2c1	0.5	5.4	i	9.6	6.6	4.1	-10.5	0.3	i
Next entries.
SMILES	FAS TE block	Rin1-Abl PPI inh	Neddylation inh	SKN-1 inh	MT1-MMP act inh	NadD inh	MLLE-PAM2 inh	CSN deneddyl inh	Rpn11 block
CCOc1ccc(CC(=O)Nc2nccs2)cc1OCC	-4.9	0.9	i	-7.2	-4.4	-10.9	-2.9	7.8	i
CC(=O)Cc1cc2cc([N+](=O)[O-])ccc2oc1=O	3.3	0.1	i	-2.4	0.7	4.2	7.5	-4.0	i
O=C(c1ccc(C(F)(F)F)cc1)C1CCCN(C(=O)c2cnccn2)C1 (stereo not given)	-4.3	-1.1	i	-12.7	.	-1.2	-6.9	-3.4	i
COc1ccccc1-c1cc(C(=O)Nc2ccc(F)cc2F)no1	-1.0	-0.7	.	-6.4	-0.1	4.1	6.9	-4.8	i
COc1cccc(CNn2cnnc2)c1O	-5.8	-1.0	i	-0.6	-5.8	-4.2	4.2	3.9	i
COc1ccc(CNC(=O)C(NS(=O)(=O)c2ccc3c(c2)CCCN3C(C)=O)C(C)C)cc1 (stereo not given)	-6.9	5.0	i	-18.3	0.4	2.0	-6.3	2.7	i
N#CC(C#N)=c1ccc2c(c1)N1C3=C(CCCC3)CC3CCCCC31N=2 (stereo not given)	51.3*	-5.6	i	5.1	-157.1	3.4	-27.3	2.0	i
CC(NC(=O)C1CCN(S(=O)(=O)c2ccccc2)CC1)c1ccccc1 (stereo not given)	-1.2	2.0	i	8.1	-0.8	1.2	-1.1	20.6	i
COc1ccc(-c2nc(N)n(C(=O)Cc3ccccc3)n2)cc1	-1.2	-1.1	i	13.7	8.4	-5.5	0.1	-0.5	i
Cc1ccccc1/C=C/C12NC(=O)CN1c1ccccc1C2(C)C (stereo not given)	7.7	1.6	i	25.9	0.9	-9.6	-9.3	23.7	.
O=C(Cn1cnc2ccccc2c1=O)c1cccs1	-6.7	1.6	i	1.3	-1.3	2.0	-2.7	-2.9	i
CCc1ccc(-c2cn3nc(-c4ccccc4)cnc3n2)cc1	-3.2	-1.8	i	-5.0	-0.4	4.0	-10.4	1.8	i
CN(C)C(=O)Nc1ccccc1	-5.3	1.3	i	-7.9	2.6	-6.0	-2.9	-3.6	i
Cc1oc(-c2ccc(Cl)cc2)nc1CS(=O)CC(=O)NCCCN1CCOCC1 (stereo not given)	-4.7	-0.8	i	11.3	0.7	1.2	22.2	1.5	i
CCC(=C(c1ccc(OC)cc1)c1ccc(OC)cc1)c1cn(CC(O)CN(CCO)CCO)c2ccccc12 (stereo not given)	-10.9	5.4	i	-0.6	-4.8	14.3	-3.5	8.2	i
Cn1cc(S(=O)(=O)Nc2ccc(Br)cc2F)c(=O)n(C)c1=O	-3.8	0.8	i	-17.5	5.3	-6.4	-1.6	1.2	i
CC1(NC(=O)Cc2c(Cl)cccc2Cl)CCS(=O)(=O)C1 (stereo not given)	-17.7	-1.7	i	5.2	-0.1	0.0	14.6	1.5	i
O=[N+]([O-])c1ccc(-c2csc(N/N=C/c3cccnc3)n2)cc1	-1.0	-1.3	i	4.4	2.9	5.0	4.6	-0.8	i
COCCn1ccc2c(OCC(=O)Nc3cc(OC)ccc3OC)cccc2c1=O	5.5	-0.8	i	1.4	6.4	-19.6	5.8	0.0	i
CON(C)c1nc(C2CCCCC2)c2cc(C)ccc2n1	15.8	2.6	i	15.8	-0.7	-4.2	5.8	-1.8	i
Cc1cc2nc(/C=C/c3nc4cc(C)c(C)cc4[nH]3)[nH]c2cc1C	1.1	0.7	.	7.1	-1.1	31.5*	-73.7	5.5	+
COc1cccc(CC(=O)Nc2cc(S(=O)(=O)N3CCOCC3)ccc2OC)c1	-1.9	3.2	i	11.7	-4.4	-0.9	-1.9	0.1	i
CCCCN(C)CCC(=O)Nc1ccc(F)c(F)c1	-11.6	0.6	i	-0.4	3.1	-3.2	8.3	-7.9	i
COc1ccc(Cl)c2c1[nH]c1nc(SCc3cccnc3)nnc12	-9.8	-1.0	i	-4.7	3.7	1.3	-3.1	1.8	i
O=C(CSc1cccs1)Nc1cccc2ccccc12	-5.4	-0.6	i	-1.7	1.7	-5.0	11.9	0.2	i

Arranged by SMILES length (falling): part of the list above.
SMILES	FAS TE block	Rin1-Abl PPI inh	Neddylation inh	SKN-1 inh	MT1-MMP act inh	NadD inh	MLLE-PAM2 inh	CSN deneddyl inh	Rpn11 block
Cc1cccc(CN2CCCC(C(=O)Nc3ccc(-c4cscn4)cc3)C2)c1 (stereo not given)	3.8	2.5	i	3.5	0.3	-1.2	-15.4	1.7	i
CCOC(=O)c1oc2ccccc2c1COC(=O)CNC(=O)c1ccccc1F	6.5	-2.9	i	-0.5	2.6	0.0	3.2	-2.6	i
N=C1S/C(=C\c2ccccc2)C(=O)N1c1ccc(F)cc1	-5.7	-0.2	i	13.9	-0.2	12.9	-2.6	0.8	i

Next part:
SMILES	FAS TE block	Rin1-Abl PPI inh	Neddylation inh	SKN-1 inh	MT1-MMP act inh	NadD inh	MLLE-PAM2 inh	CSN deneddyl inh	Rpn11 block
CC(=O)c1sc2c(c1N)c(=O)[nH]c(=O)n2-c1ccccc1	-2.9	-0.8	i	10.5	1.4	-0.2	-5.8	0.1	i
CCNC(=O)C1(C)CCN1C(=O)CCc1cccc(Cl)c1 (stereo not given)	-7.3	-1.1	i	-7.9	-1.6	-4.0	-1.2	5.3	i
O=C(Cc1ccc(Cl)cc1)NNS(=O)(=O)c1ccc([N+](=O)[O-])cc1	30.1	-2.0	i	-5.1	-8.0	0.7	1.7	-5.0	i
O=C(OCN1C(=O)c2ccccc2C1=O)/C(=C\c1ccco1)NC(=O)c1ccccc1	-1.4	-3.0	i	5.5	-6.2	10.8	-6.3	4.9	i
CN1CCN(CC(=O)Nc2ccccc2Sc2ccccc2)CC1	-4.0	3.4	i	-10.5	-7.5	-5.4	-14.4	-21.5	i
CN(Cc1cn(Cc2cccc(C(F)(F)F)c2)nn1)C1CN(Cc2cn(Cc3cccc(C(F)(F)F)c3)nn2)S(=O)(=O)C1 (stereo not given)	6.2	.	i	-3.7	4.4	-6.4	.	-1.1	.
O=C(c1ccc2ccccc2c1)c1cccc(F)c1C(=O)O	-0.7	-13.8	i	22.6	2.4	-1.1	6.0	0.8	i
CCN(C(=O)COC(=O)CNC(=O)C1CCCCC1)c1ccccc1	-5.4	0.4	i	6.6	3.6	-4.0	3.0	3.3	i
COCCNC(=O)c1onc(CSc2ccc(C)c(C)c2)c1C(=O)O	-12.5	-1.5	i	7.2	4.5	0.7	-8.8	-0.3	i
Cc1nc(SCC(=O)NCC2CCCO2)c2c(C)c(C)sc2n1 (stereo not given)	-4.5	2.1	i	-3.9	2.8	-0.7	-15.3	-1.1	i
O=C(CC(c1ccccc1)c1ccccc1)Nc1ccc(C(=O)O)cc1	-3.5	0.8	i	5.8	2.3	-10.3	-13.2	-0.3	i
NS(=O)(=O)c1cc2c(cc1C(F)(F)F)NCNS2(=O)=O	-0.5	-0.6	i	-2.3	1.4	-1.5	-19.7	6.0	i
COc1ccc(CN(C)C(C)C(=O)Nc2cccc3ccccc23)cc1 (stereo not given)	13.9	1.4	i	3.6	-1.4	1.3	-13.3	0.1	i
O=c1cccc2n1Cc1cc3ccccc3nc1-2	-11.2	-7.7	i	-12.0	.	5.9	-95.8	-2.6	i
O=C(NCC1CCCO1)c1cc2ccccc2cc1O (stereo not given)	-3.4	-1.8	i	3.3	1.8	2.2	-4.1	-4.8	i
O=C(NC1CCCCC1)C1CCN(c2cnccn2)CC1	-8.5	-0.1	i	0.7	0.0	-1.8	1.8	4.9	i

Screening data: PubChem BioAssay, several laboratories
